Compound activity: PubChem BioAssay, National Center for Advancing Translational Sciences (NCATS)
HEK293 cAMP cs – qHTS Assay for Agonists of the Thyroid Stimulating Hormone Receptor: Activators of Intracellular cAMP Concentrations in Parental HEK 293 | parental HEK293 CNG cAMP sensor, membrane potential fluorescence | Potency, µM (top dose mostly 57.1 µM), without a hit: at the top dose activation, most hits filed as activators | hit rate 2.5% among 73,000 | AID 938, 2007; note: potency is the fitted concentration of half-maximal effect; % of control where 0% means no effect; nearly all actives have a fitted effect of over 55% in size
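Counterscreen for endogenous-receptor signalling: CNG-channel HEK 293 cells report cAMP rise by membrane depolarization. After 60 min dye equilibration with 100 uM RO 20-1724, compounds incubated 30 min before bottom-read fluorescence at 590 nm.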
BRCT PPI red – qHTS Assay for Inhibitors of BRCT-Phosphoprotein Interaction (Red Fluorophore); Breast cancer type 1 susceptibility protein (Homo sapiens), P38398; BRCT-phosphopeptide binding, red fluorescence polarization; Potency, µM (doses to about 76.9 µM), inactives show at the highest dose activity change, negative = inhibition, actives largely listed as inhibitors; hit rate 0.03% among 75,000; note: % is set by controls: 0 for no effect and ±100 for the full control effect
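Rhodamine-labelled pBACH1 10-mer (100 nM) bound to BRCT domain (100 nM) at pH 7.3; compounds incubated 12 min room temperature, polarization read. Free peptide defines full inhibition; unlabelled decapeptide titrated as control.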
Tau fil binding – qHTS Assay for Tau Filament Binding. Microtubule-associated protein tau (Homo sapiens), P10636. recombinant tau filaments, thioflavin S fluorescence, 15 h; filaments grown with octadecylsulfate alongside compound. Potency, µM (series often up to 57.1 µM), for the others: top-dose activity change, negative = inhibition. hit rate 2% among 71,000. AID 596, 2007;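 note: potency is the fitted concentration of half-maximal effect; % is set by controls: 0 for no effect and ±100 for the full control effect; actives lower thioflavin S fluorescence by blocking filaments or displacing dye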
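His-tagged recombinant human tau (exons 2, 3 and 10 included), 1 uM, was induced to fibrillize by 30 uM sodium octadecylsulfate with compound present. After 15 h at 37 C, thioflavine S fluorescence (ex 450, em 510 nm) was read.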
ERK AVP block – qHTS Assay for Inhibitors of the ERK Signaling Pathway using a Homogeneous Screening Assay; HEK293-V1b, vasopressin-stimulated pERK AlphaScreen; Potency, µM (doses to about 57.5 µM), inactives show at the highest dose activity, negative = inhibition, actives largely listed as inhibitors; hit rate 0.99% among 72,000; AID 995, 2007; note: potency is the fitted concentration of half-maximal effect; % is set by controls: 0 for no effect and ±100 for the full control effect; nearly all actives have a fitted effect of over 55% in size
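V1b-HEK293 cells; cpd 30 min 37C; 25 nM vasopressin 5 min; lyse 10 min; AlphaScreen beads 5 hr RT. Normalized to DMSO basal and 25 nM vasopressin; AC50 by Hill fit.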
Luciferase inh – qHTS Assay for Inhibitors of Firefly Luciferase | Luciferin 4-monooxygenase (Photinus pyralis), P08659 | purified firefly luciferase, luminescence, 8 min | Potency, µM (doses to about 57.1 µM), for the others: at the top dose activity change, negative = inhibition, actives largely listed as inhibitors | hit rate 2.2% among 72,000 | AID 411, 2009; note: potency is the fitted concentration of half-maximal effect; % is set by controls: 0 for no effect and ±100 for the full control effect; nearly all actives have a fitted effect of over 40% in size
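Luminescence read-out after 8 min at room temperature; enzyme reaction used luciferin plus 10 uM ATP (linear range) in imidazole buffer pH 7.2 with KCl, MgCl2, Tween 20 and BSA. Each sample was run as a titration.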
CRE-bla Fsk – Cell signaling CRE-BLA (Fsk stim) | CHO CRE-bla reporter (cAMP response element driving beta-lactamase), forskolin EC10, beta-lactamase ratio | Potency, µM (top dose mostly 38.2 µM), without a hit: at the highest dose activity change, negative = inhibition, usual class: activators | hit rate 2.5% among 71,000 | AID 662, 2007; active = well fitted activation curve with a large enough effect in the signal ratio, with a control signal flat, not every such curve was filed as active; inconclusive = small, poorly fitted or top-dose-only effect, or effect the other way, or a change in a side signal; the % refers to the signal ratio; note: potency is the fitted concentration of half-maximal effect; % of control where 0% means no effect
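Using CellSensor CRE-bla CHO cells in Opti-MEM with 0.5% dialyzed FBS, compounds were titrated with EC10 NKH 477 for 3 h at 37 °C. CCF4 ratio (460/530 nm) gave %Activity; AC50 derived.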
USP2a inh – qHTS Assay for Inhibitors of Ubiquitin-specific Protease USP2a | hit rate 0.1% among 60,000 | Potency, µM (highest dose often 38.3 µM), for inactives: top-dose activity change, negative = inhibition, usual class: inhibitors | USP2a enzymatic assay, qHTS inhibition;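 note: potency is the fitted concentration of half-maximal effect; nearly all actives have a fitted effect of over 60% in size; plate controls were DMSO for no effect and NEM full inhibition control for full effect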
Target sequence (O75604 whole entry, looked up): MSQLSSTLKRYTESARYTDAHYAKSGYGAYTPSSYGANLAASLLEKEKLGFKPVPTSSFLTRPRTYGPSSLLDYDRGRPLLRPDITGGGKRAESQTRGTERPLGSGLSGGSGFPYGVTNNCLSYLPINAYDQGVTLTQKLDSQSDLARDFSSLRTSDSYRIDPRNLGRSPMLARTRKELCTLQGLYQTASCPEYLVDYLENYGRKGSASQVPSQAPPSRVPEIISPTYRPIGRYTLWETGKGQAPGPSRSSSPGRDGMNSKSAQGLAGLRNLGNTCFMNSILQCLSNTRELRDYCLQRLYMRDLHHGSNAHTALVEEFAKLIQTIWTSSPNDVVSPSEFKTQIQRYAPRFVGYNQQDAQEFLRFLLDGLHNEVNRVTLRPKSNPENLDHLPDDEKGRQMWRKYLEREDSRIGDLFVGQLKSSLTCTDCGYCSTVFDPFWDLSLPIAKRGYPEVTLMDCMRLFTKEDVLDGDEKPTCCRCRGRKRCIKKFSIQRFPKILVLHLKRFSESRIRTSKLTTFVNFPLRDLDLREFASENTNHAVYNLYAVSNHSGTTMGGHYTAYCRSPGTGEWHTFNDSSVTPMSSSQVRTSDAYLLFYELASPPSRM
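Inhibition is measured in a cell-free coupled assay with 20 nM USP2 core, 20 nM Ub-PLA2 and 20 uM NBD C6-HPC, 2.5 h incubation. Activity normalized to NEM control.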
Casp1 inh – qHTS Assay for Allosteric/Competitive Inhibitors of Caspase-1; Potency, µM (doses to about 57.5 µM), for the others: top-dose activity change, negative = inhibition, usual class: inhibitors; P29466; Caspase-1 enzyme, Ac-WEHD-AFC fluorogenic rate; AID 900, 2007; hit rate 0.03% among 75,000;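 note: potency is the fitted concentration of half-maximal effect; plate controls were vehicle for no effect and no substrate for full effect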
Target sequence (P29466 120-297 limits assumed): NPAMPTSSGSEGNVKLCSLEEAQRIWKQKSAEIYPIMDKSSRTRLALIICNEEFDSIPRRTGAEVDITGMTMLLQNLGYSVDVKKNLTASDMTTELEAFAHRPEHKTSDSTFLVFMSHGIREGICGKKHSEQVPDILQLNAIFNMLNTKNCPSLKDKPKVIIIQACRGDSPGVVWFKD
Target sequence (P29466 317-404 limits assumed): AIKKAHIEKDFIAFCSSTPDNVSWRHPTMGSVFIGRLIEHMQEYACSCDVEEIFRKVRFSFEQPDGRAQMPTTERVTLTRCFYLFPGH
Casp7 inh – qHTS Assay for Allosteric/Competitive Inhibitors of Caspase-7. recombinant caspase-7, Ac-DEVD-AFC fluorescence rate. hit rate 0.02% among 75,000. AID 889, 2007. Potency, µM (highest dose often 57.5 µM), for the others: top-dose activity change, negative = inhibition, hits mostly inhibitors; active = well fitted inhibition curve with a large enough effect in the main read-out, with a control signal flat, not every such curve was filed as active; inconclusive = small, poorly fitted or top-dose-only effect, or a change in a side signal; note: potency is the fitted concentration of half-maximal effect; % of control where 0% means no effect
BRCT inh green – qHTS Assay for Inhibitors of BRCT-Phosphoprotein Interaction (Green Fluorophore); Potency, µM (titrated, usually from 76.9 µM), without a hit: at the highest dose activity change, negative = inhibition, hits mostly inhibitors; hit rate 0.05% among 75,000; BRCA1 BRCT-phosphopeptide binding, green fluorescence polarization;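 note: potency is the fitted concentration of half-maximal effect; plate controls were peptide without protein for full effect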
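Fluorescence polarization: His-tagged BRCT (~35 kDa BRCA1 C-terminus, 250 nM) bound to 100 nM fluorescein-labeled phosphorylated 10-aa BACH1 peptide, pH 7.3 phosphate buffer with DTT and Tween 20. Compounds incubated 12 min at room temperature; inhibition read as lowered polarization.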
A350 fluor – qHTS Assay for Spectroscopic Profiling in A350 Spectral Region | Compound autofluorescence, 340/450 nm, Alexa 350 dye-equivalents; active compounds read high | max dye-equivalent concentration, M | hit rate 11% among 59,000 | AID 590, 2007; in the data active = max dye-equivalent concentration above about 10 nM; inconclusive = mostly about 1.1 nM to 9.6 nM
* marks the source's active call; other numbers are inactive results; [ ] = another dose, or the depositor's remark. Unless noted, calls come from the whole dose curve; as a rule, active = well fitted curve in the direction sought with a large enough effect; inconclusive = small, poorly fitted or top-dose-only effect, or another doubt; inactive = no such curve, though single readings can be large; an effect the other way counts as inactive or inconclusive.

Screening COc1nc(NC23CC4CC(CC(C4)C2)C3)nc(OC)n1 returned HEK293 cAMP cs inconclusive, BRCT PPI red -0.1%, Tau fil binding -14%, ERK AVP block -5%, Luciferase inh -1%, CRE-bla Fsk 25%, USP2a inh 12%, Casp1 inh 0%, Casp7 inh -1% and BRCT inh green -0.8%.
Screening CC(C)[C@H](NC(=O)NCCc1ccc(Cl)cc1)C(=O)O returned HEK293 cAMP cs 13%, BRCT PPI red -1.4%, Tau fil binding -7%, ERK AVP block -8%, Luciferase inh 4%, CRE-bla Fsk 0%, USP2a inh -2%, Casp1 inh 0%, Casp7 inh 1%, BRCT inh green -2.3% and A350 fluor inactive.
c1ccc2c(c1)oc1c(N3CCOCC3)ncnc12 was read as HEK293 cAMP cs 3%, BRCT PPI red -1.1%, Tau fil binding -4%, ERK AVP block -23%, Luciferase inh -1%, CRE-bla Fsk inconclusive, USP2a inh -5%, Casp1 inh 1%, Casp7 inh 1%, BRCT inh green 0.1% and A350 fluor inactive.
Screening COc1ccc(N2CCN(C(=O)C(OC(C)=O)c3ccccc3)CC2)cc1 (stereo unspecified) returned HEK293 cAMP cs 3%, BRCT PPI red 0.8%, Tau fil binding 3%, ERK AVP block inconclusive, Luciferase inh 1%, CRE-bla Fsk -2%, USP2a inh 4%, Casp1 inh 0%, Casp7 inh 0%, BRCT inh green -0.2% and A350 fluor inactive.
NCCCCCCNS(=O)(=O)c1ccc2c(Cl)cccc2c1 was read as HEK293 cAMP cs 15%, BRCT PPI red -1.4%, Tau fil binding -15%, ERK AVP block 23%, Luciferase inh 5%, CRE-bla Fsk -12%, Casp1 inh -2%, Casp7 inh 1% and BRCT inh green 4.0%.
For N#CCCn1cc(C(CC(=O)c2ccc(Br)cc2)C(=O)O)c2ccccc21 (stereo unspecified) the results were HEK293 cAMP cs 19%, BRCT PPI red -1.1%, Tau fil binding -6%, ERK AVP block 1%, Luciferase inh 2%, CRE-bla Fsk -1%, Casp1 inh -4%, Casp7 inh -4% and BRCT inh green -0.5%.
`CC(SCC(=O)Nc1ccc(S(=O)(=O)N2CCCCC2)cc1)C(=O)O` (stereo unspecified) gave HEK293 cAMP cs 8%, BRCT PPI red -1.0%, Tau fil binding 2%, ERK AVP block 20%, Luciferase inh 0%, CRE-bla Fsk inconclusive, USP2a inh 6%, Casp1 inh -1%, Casp7 inh 1%[0.00368 µM], BRCT inh green -1.3% and A350 fluor inactive.
Screening CCOc1ccc2nc(N3CCCC(C(=O)NCCCN4CCOCC4)C3)sc2c1 (stereo unspecified) returned HEK293 cAMP cs inconclusive, BRCT PPI red 0.4%, Tau fil binding -18%, ERK AVP block 27%, Luciferase inh 25µM*, CRE-bla Fsk -1%, Casp1 inh 0%, Casp7 inh 0% and BRCT inh green -3.1%.
`COc1ccc(OC)c(NC(=O)C2CCCCC2C(=O)O)c1` (stereo unspecified) gave HEK293 cAMP cs -25%, BRCT PPI red -0.7%, Tau fil binding -9%, ERK AVP block -10%, Luciferase inh 2%, CRE-bla Fsk -4%, USP2a inh -11%, Casp1 inh 0%, Casp7 inh -1%, BRCT inh green -2.5% and A350 fluor inactive.
Screening CN(c1ccc(C(=O)O)cc1)S(=O)(=O)c1ccc(Cl)cc1 returned HEK293 cAMP cs 2%, BRCT PPI red 0.0%, Tau fil binding 9%, ERK AVP block -7%, Luciferase inh 2%, CRE-bla Fsk -5%, USP2a inh -9%, Casp1 inh 0%, Casp7 inh -1%, BRCT inh green 0.5% and A350 fluor inactive.
Screening CCCCNC(=O)C1CCCN(S(=O)(=O)c2ccc(-n3cnnn3)cc2)C1 (stereo unspecified) returned HEK293 cAMP cs 7%, BRCT PPI red -2.2%, Tau fil binding -5%, ERK AVP block 24%, Luciferase inh 0%, CRE-bla Fsk inconclusive, USP2a inh -6%, Casp1 inh -2%, Casp7 inh inconclusive, BRCT inh green -1.1% and A350 fluor inconclusive.
Cc1cc(=O)oc2c1c(C)nn2-c1nn[nH]n1 was read as HEK293 cAMP cs -1%, BRCT PPI red 1.9%, Tau fil binding -1%, ERK AVP block -2%, Luciferase inh 1%, CRE-bla Fsk 2%, USP2a inh -4%, Casp1 inh 3%, Casp7 inh -1%, BRCT inh green 0.7% and A350 fluor inactive.
For C=CCC1C=CC(OC(=O)OCC)C(COC(=O)OCC)O1 (stereo unspecified) the results were HEK293 cAMP cs -2%[11.4 µM], BRCT PPI red -0.6%[15.4 µM], ERK AVP block 9%[11.5 µM], Casp1 inh -1%[11.5 µM], Casp7 inh 0%[11.5 µM] and BRCT inh green -1.7%[15.4 µM].
Screening Cc1ccc(NS(=O)(=O)c2ccc(OCC(=O)NCc3ccco3)cc2)cc1 returned HEK293 cAMP cs 5%, BRCT PPI red -1.3%, Tau fil binding -4%, ERK AVP block inconclusive, Luciferase inh -1%, CRE-bla Fsk -9%, USP2a inh 20%, Casp1 inh -1%, Casp7 inh 1%, BRCT inh green -2.9% and A350 fluor inactive.
Screening O=C(NCc1ccc2c(c1)OCO2)c1ccccn1 returned HEK293 cAMP cs 12%, BRCT PPI red 1.2%, Tau fil binding -10%, ERK AVP block -3%, Luciferase inh 0%, CRE-bla Fsk -3%, USP2a inh 3%, Casp1 inh 1%, Casp7 inh 0%, BRCT inh green -0.2% and A350 fluor inactive.
`CCOc1ccc(OCC)c(NC(=O)C2CCCN(c3nc(C)cc(C)n3)C2)c1` (stereo unspecified) gave HEK293 cAMP cs 29%, BRCT PPI red -0.5%, Tau fil binding -9%, ERK AVP block -4%, Luciferase inh 0%, CRE-bla Fsk 2%, USP2a inh 3%, Casp1 inh -1%, Casp7 inh -1%, BRCT inh green 0.5% and A350 fluor inactive.
For CCOc1cccc(NC(=O)C2CC(=O)N(C)C2)c1 (stereo unspecified) the results were HEK293 cAMP cs 0%, BRCT PPI red 1.2%, Tau fil binding -4%, ERK AVP block -16%, Luciferase inh 2%, CRE-bla Fsk -4%, USP2a inh 6%, Casp1 inh 1%, Casp7 inh 0%, BRCT inh green -0.7% and A350 fluor inactive.
For C=CCNc1nc2c(c(=O)[nH]c(=O)n2C)n1Cc1cccc(C)c1 the results were HEK293 cAMP cs 9%, BRCT PPI red -0.9%, Tau fil binding -6%, Luciferase inh 4%, CRE-bla Fsk inconclusive, Casp1 inh 1%, Casp7 inh 1% and BRCT inh green 1.2%.
Cc1ccc(S(=O)(=O)CCC(=O)OCC(=O)N2CC(=O)Nc3ccccc32)cc1 was read as HEK293 cAMP cs 2%, BRCT PPI red 0.8%, Tau fil binding 2%, ERK AVP block -19%, Luciferase inh -2%, CRE-bla Fsk inconclusive, USP2a inh 8%, Casp1 inh 2%, Casp7 inh 0%, BRCT inh green -3.5% and A350 fluor inactive.
`CC(=O)N(C[C@@H](C)C(=O)O)c1c(I)cc(I)c(N)c1I` gave HEK293 cAMP cs 1%[25.6 µM], BRCT PPI red 1.2%[34.4 µM], Tau fil binding 19%[25.6 µM], ERK AVP block 10%[25.7 µM], Luciferase inh 5%[25.5 µM], CRE-bla Fsk 5%[17.1 µM], USP2a inh -3%[17.1 µM], Casp1 inh 1%[25.7 µM], Casp7 inh 0%[25.7 µM], BRCT inh green -1.2%[34.4 µM] and A350 fluor inactive.
Screening O=C(NCc1ccco1)Nc1cccs1 returned HEK293 cAMP cs 0%, BRCT PPI red -2.7%, Tau fil binding 36%, ERK AVP block 3%, Luciferase inh -2%, CRE-bla Fsk inconclusive, USP2a inh 3%, Casp1 inh -14%, Casp7 inh -11%, BRCT inh green -4.5% and A350 fluor inactive.
For Cc1ccc(-c2nn(-c3ccccc3)cc2/C=C(\C#N)c2cccc(C#N)c2)o1 the results were HEK293 cAMP cs 18%, BRCT PPI red 0.3%, Tau fil binding 32%, ERK AVP block 4%, Luciferase inh -1%, CRE-bla Fsk inconclusive, USP2a inh 28%, Casp1 inh inconclusive, Casp7 inh inconclusive, BRCT inh green 2.1% and A350 fluor 2.5e-08M*.
